ULK1 primary: ULK1 kinase inhibitors, primary screen, biochemical, AlphaScreen | Serine/threonine-protein kinase ULK1 (Homo sapiens), O75385 | AlphaScreen Atg13 phosphorylation by ULK1, luminescence | inhibition, % at 5.96 µM | 30,000 compounds, 1.9% hits | AID 1259251, 2017; in the data active = inhibition above about 43%;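 also: 0% = median of compound wells and 100% = no enzyme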
* marks the source's active call; other numbers are inactive results. Some of the compounds tested; rates above refer to the full screens.

SMILES | ULK1 primary
O=C(CCN1CCN(CCO)CC1)N1c2ccccc2Sc2ccc(C(F)(F)F)cc21 | -2
